Compound activity from PubChem BioAssay.
MC4R barr agon – agonists of human melanocortin 4 receptor (MC4R) beta-arrestin; U2OS MC4R beta-arrestin complementation, luminescence; percent of melanotan II response, DMSO zero; activation, % at 8.9 µM; 360,000 compounds, 0.98% hits; AID 540308;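 active = activation above a per-plate cutoff, the mean activation of sample wells on that plate plus 3 SD, cut at about 8% in these data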
Cardio protect – myocardial damage modulation in H9c2 cells; protection from H2O2 cell death, % at 20 µM; H9c2 cardiomyocytes, H2O2 injury protection, ATPLite, 2 h; 360,000 compounds, 0.63% hits;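 active = compounds giving at least 50% protection of heart cells from peroxide-induced death in the single-dose screen, raw or plate-pattern-corrected value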;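 note: 0% = DMSO wells with peroxide and 100% = DMSO wells without peroxide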
m5-HT2A agonist – mouse HTR2A agonism via beta-arrestin recruitment. P35363. AID 624169. CHO-K1 mHTR2A beta-arrestin complementation, luminescence; percent of 30 µM serotonin response. activation, % at 7.6 µM. 360,000 compounds, 0.66% hits;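 active = activation above a run cutoff, the mean activation of all tested compounds plus 3 SD, cut at about 14% in these data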;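 note: 0% = plate median of compound wells and 100% = 30 µM serotonin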
ABHD5-PLIN5 inh – ABHD5-PLIN5 protein interaction inhibition; Q00G26+Q8WTS1; Split G. princeps luciferase complementation, luminescence, 4 h; inhibition, % at 4 µM; 360,000 compounds, 0.78% hits;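 active = inhibition above the mean inhibition across every tested compound plus 3 SD, cut at about 22% in these data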;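 note: 0% = DMSO only wells and the 100% control is not disclosed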
Glyco luc inh – N-linked glycosylation inhibition; 360,000 compounds, 0.23% hits; AID 588692; reporter increase, % at 12.5 µM; D54 ERlucT glycosylation luciferase reporter, 24 h; percent of 100 nM tunicamycin response;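 active = mean luciferase reporter signal, scaled so untreated is 0 and the glycosylation-blocking control 100, at or above a set limit in every replicate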;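 note: luciferase carries N-glycosylation sites so blocking glycosylation raises the light; 0% = median of neutral control wells and 100% = median of 100 nM tunicamycin wells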
TLR9-MyD88 inh – blocks human TLR9 binding to MyD88 | inhibition, % at 4.98 µM | 340,000 compounds, 0.21% hits | CHO BLA complementation TLR9-MyD88, CCF4 FRET ratio;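 active = inhibition above the mean over all tested compounds plus 3 SD, cut at about 21% in these data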;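 note: 0% = DMSO only wells and 100% = clavulanate BLA inhibitor control wells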
NCOA2 inhibitor – human SRC2 (NCOA2) inhibition | AID 651957 | Q15596 | inhibition, % at 9 µM | 370,000 compounds, 0.17% hits | HEK293 GAL4-SRC2 luciferase reporter, luminescence;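 active = inhibition above the mean inhibition of all tested compounds plus 3 SD, set per campaign, cut at about 52% in these data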;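 note: 0% = DMSO treated cells and 100% = cells given Gossypol at 36 µM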
ABCB6 inh MLPCN – inhibitors of human ABC transporter ABCB6; Q9NP58; K562-ABCB6 porphyrin accumulation, flow cytometry, 1 h; active compounds read low; fluorescence ratio to DMSO, % at 10 µM; 360,000 compounds, 0.19% hits;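 active = fluorescence ratio to DMSO below 75%, the collection mean minus 3 SD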;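 note: signal is porphyrin accumulated inside mitochondria; 100% equals median channel fluorescence of DMSO control wells; lower ratio means ABCB6 inhibition with less porphyrin fluorescence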
Target sequence (Q9NP58 whole entry, looked up): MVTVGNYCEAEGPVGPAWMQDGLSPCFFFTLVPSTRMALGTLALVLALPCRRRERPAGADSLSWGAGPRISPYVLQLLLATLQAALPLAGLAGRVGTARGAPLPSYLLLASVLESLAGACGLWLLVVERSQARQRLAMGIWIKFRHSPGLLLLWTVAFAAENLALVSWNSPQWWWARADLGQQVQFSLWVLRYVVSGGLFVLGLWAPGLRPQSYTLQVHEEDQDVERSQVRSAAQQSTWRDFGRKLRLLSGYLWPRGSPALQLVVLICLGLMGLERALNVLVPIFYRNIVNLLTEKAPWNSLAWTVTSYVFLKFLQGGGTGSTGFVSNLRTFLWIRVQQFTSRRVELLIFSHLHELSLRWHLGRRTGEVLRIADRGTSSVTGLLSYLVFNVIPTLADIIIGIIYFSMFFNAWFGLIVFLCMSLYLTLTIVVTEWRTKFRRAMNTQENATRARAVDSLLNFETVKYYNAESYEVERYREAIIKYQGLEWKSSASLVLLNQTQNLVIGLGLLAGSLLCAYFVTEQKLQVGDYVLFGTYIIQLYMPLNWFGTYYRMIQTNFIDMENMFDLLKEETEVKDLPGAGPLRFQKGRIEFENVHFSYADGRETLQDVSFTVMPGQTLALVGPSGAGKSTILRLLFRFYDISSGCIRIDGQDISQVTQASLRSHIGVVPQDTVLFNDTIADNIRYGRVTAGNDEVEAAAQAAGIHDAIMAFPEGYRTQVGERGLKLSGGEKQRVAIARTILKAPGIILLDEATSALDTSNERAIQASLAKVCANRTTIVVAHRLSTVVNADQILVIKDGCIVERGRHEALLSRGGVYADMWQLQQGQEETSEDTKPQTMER
MC4R antagonist – antagonists of human melanocortin 4 receptor (MC4R) | inhibition, % at 6.5 µM | AID 540295 | MC4R-expressing cells, MTII-stimulated cAMP, LANCE TR-FRET | 360,000 compounds, 0.48% hits | P32245;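 active = inhibition above its plate's cutoff, the mean of tested wells on that plate plus 3 SD, cut at about 29% in these data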;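 note: 0% = Melanotan II alone and 100% = Melanotan II plus saturating MCL0020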
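System – human MC4R-expressing U2OS cells · Also added – Melanotan II · Dosing – one concentration, 6.5 µM nominal · Timing – 30-min compound, 1-h challenge, 1-h detection, room temperature · Measured by – Eu-cAMP/anti-cAMP TR-FRET, emission 671 nm · Replicates – singlicate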
NOD2-RIPK2 inh – NOD2-RIPK2 protein interaction inhibition | O43353 | CHO BLA complementation NOD2-RIPK2, CCF4 ratio | inhibition, % at 4.98 µM | 360,000 compounds, 0.38% hits | AID 624267; in the data active = inhibition above about 21%;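 note: 0% = vehicle only and 100% = reference blocker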
Starred values were filed as active, the others as inactive; nt = no result given. This is a subset; the hit share may differ from the screen's.

Assay codes – A = MC4R barr agon; B = Cardio protect; C = m5-HT2A agonist; D = ABHD5-PLIN5 inh; E = Glyco luc inh; F = TLR9-MyD88 inh; G = NCOA2 inhibitor; H = ABCB6 inh MLPCN; I = MC4R antagonist; J = NOD2-RIPK2 inh
> CN(C(=O)c1ccccc1NC(=O)C(F)(F)F)c1ccccc1
  A: -1.9	B: -1	C: -2	D: 0	E: 1	F: 0	G: -7	H: 60*	I: -5	J: 0

> O=C(COc1c(F)c(F)c(C(F)(F)F)c(F)c1F)Nc1ccc(N2CCOCC2)c(Cl)c1
  A: 6.0	B: -20	C: 2	D: -14	E: 1	F: 9	G: -7	H: 102	I: 1	J: 11

> COc1ccc(CCNC(=O)CN2CCOc3ccccc32)cc1OC
  A: -0.8	B: 0	C: 3	D: -1	E: 0	F: 1	G: -27	H: 99	I: 7	J: 7

> CCn1c(COc2ccc(=O)n(-c3ccccc3)n2)n[nH]c1=S
  A: -1.0	B: 10	C: 3	D: 2	E: 2	F: 6	G: 1	H: 104	I: 3	J: 5

> O=C(N/N=C/c1cc2c(c([N+](=O)[O-])c1)OCO2)c1ccncc1
  A: -1.4	B: 13	C: 6	D: -7	E: 4	F: 1	G: 15	H: 102	I: -20	J: -8

> CCOC(=O)CN1C(=O)NC2NC(=O)NC21 (centres undefined)
  A: -0.8	B: -2	C: 9	D: -2	E: 0	F: 4	G: -5	H: 96	I: 4	J: -9

> COCCNCCOCCOc1cccc(OC)c1
  A: -1.8	B: 13	C: -2	D: -1	E: 2	F: 6	G: -7	H: 100	I: -2	J: -5

> CCc1ccc(NC(=O)C2CCCN(S(=O)(=O)c3cccs3)C2)cc1 (centres undefined)
  A: 0.5	B: -6	C: -7	D: -17	E: -1	F: 2	G: -4	H: 93	I: 7	J: -8

> CCC(C)(C)C1CCC2(CC1)NC(=O)N(CC(=O)Nc1nc(-c3ccc(C)cc3)cs1)C2=O (centres undefined)
  A: 4.1	B: 0	C: 0	D: -1	E: -1	F: 2	G: 14	H: 94	I: 11	J: -5

> O=C(NC1CCCCC1)c1cc(-c2ccc(O)cc2)on1
  A: -1.0	B: -7	C: 0	D: -9	E: -5	F: 12	G: -35	H: 92	I: 0	J: -44

> COc1cc(C(C)=O)ccc1O
  A: -0.9	B: 0	C: 0	D: 0	E: 1	F: 6	G: -4	H: 99	I: 9	J: -13

> Cc1ccccc1S(=O)(=O)Cc1ccc(C(=O)NC2CC2)o1
  A: -1.7	B: -3	C: 2	D: -5	E: 1	F: -4	G: -26	H: 102	I: 1	J: 6

> NS(=O)(=O)c1ccc(CNC(=O)c2cc(-c3ccccn3)nc3ccc(Cl)cc23)cc1
  A: -1.9	B: 3	C: -3	D: 2	E: -2	F: -4	G: -20	H: 120	I: 30*	J: -10

> COC(=O)c1ccccc1-n1c(C)nc(=O)c(-c2ccccc2)c1C
  A: -2.2	B: 2	C: -1	D: 3	E: -1	F: -4	G: 5	H: 84	I: 4	J: -1

> Cc1cc2cc(CN(Cc3ccco3)C(=O)C3CCCCC3)c(=O)[nH]c2cc1C
  A: 0.1	B: 4	C: 3	D: 6	E: -4	F: -5	G: -9	H: 103	I: 13	J: -3

> COc1ccc(C(=O)NCc2nnc(SCC(=O)c3ccc(F)cc3)n2C)cc1OC
  A: -2.3	B: 1	C: 7	D: -2	E: 1	F: 5	G: -17	H: 103	I: -2	J: -11

> O=C(Nc1ccccc1F)c1ccncc1
  A: -2.0	B: -12	C: 1	D: 1	E: 0	F: 0	G: -6	H: 95	I: 3	J: 4

> O=C1C2C3CCC(CC3)C2C(=O)N1c1ccccc1 (centres undefined)
  A: -1.6	B: -4	C: 4	D: -11	E: -1	F: 2	G: -10	H: 100	I: -2	J: -18

> Nc1nc2nc(-c3ccccc3)cc(C(F)(F)F)c2s1
  A: 4.8	B: -11	C: -5	D: -16	E: 2	F: 4	G: -3	H: 87	I: 1	J: 6

> CCNc1nc(NCC)nc(N/N=C/c2ccc(N(C)C)cc2)n1
  A: -1.1	B: -1	C: -1	D: -1	E: 0	F: -2	G: 22	H: 105	I: 11	J: 0

> CCOc1ccc(NS(=O)(=O)c2cc(NC(=O)CCC(=O)c3cccs3)ccc2Cl)cc1
  A: 1.2	B: -3	C: -4	D: -1	E: -2	F: 13	G: 8	H: 100	I: 16	J: -3

> Cc1cccc(NC(=O)Nc2ccc(S(=O)(=O)Nc3onc(C)c3C)cc2)c1
  A: -3.4	B: 2	C: 0	D: -3	E: 0	F: -6	G: -21	H: 90	I: -4	J: 5

> CC(=O)c1ccc(S(=O)(=O)Nc2ccc(-c3ccc4nncn4n3)cc2)cc1
  A: -0.1	B: 14	C: 11	D: 3	E: 0	F: -1	G: -12	H: 101	I: 4	J: 1

> Cc1ccc(CNC(=O)COc2ccc3c(c2)CCC3)cc1
  A: -1.0	B: 0	C: 0	D: 2	E: 0	F: -1	G: 4	H: 98	I: 9	J: -6

> CCn1c2ccccc2c2cc(NC(=O)c3cccc([N+](=O)[O-])c3)ccc21
  A: -1.0	B: -1	C: -2	D: 8	E: 1	F: 3	G: -2	H: 112	I: 16	J: -7

Some entries already given, reduced to NCOA2 inhibitor, Cardio protect and MC4R barr agon.
| SMILES | NCOA2 inhibitor | Cardio protect | MC4R barr agon |
| --- | --- | --- | --- |
| CN(C(=O)c1ccccc1NC(=O)C(F)(F)F)c1ccccc1 | -7 | -1 | -1.9 |
| O=C(COc1c(F)c(F)c(C(F)(F)F)c(F)c1F)Nc1ccc(N2CCOCC2)c(Cl)c1 | -7 | -20 | 6.0 |
| COc1ccc(CCNC(=O)CN2CCOc3ccccc32)cc1OC | -27 | 0 | -0.8 |

Full records from above. Order of values: MC4R barr agon	Cardio protect	m5-HT2A agonist	ABHD5-PLIN5 inh	Glyco luc inh	TLR9-MyD88 inh	NCOA2 inhibitor	ABCB6 inh MLPCN	MC4R antagonist	NOD2-RIPK2 inh
Cc1ccccc1S(=O)(=O)Cc1ccc(C(=O)NC2CC2)o1 reads -1.7	-3	2	-5	1	-4	-26	102	1	6
O=C(N/N=C/c1cc2c(c([N+](=O)[O-])c1)OCO2)c1ccncc1 reads -1.4	13	6	-7	4	1	15	102	-20	-8

Other compounds:
Assay codes – A = MC4R barr agon; B = Cardio protect; C = m5-HT2A agonist; D = ABHD5-PLIN5 inh; E = Glyco luc inh; F = TLR9-MyD88 inh; G = NCOA2 inhibitor; H = ABCB6 inh MLPCN; I = MC4R antagonist; J = NOD2-RIPK2 inh
> Cc1ccc(S(=O)(=O)N2CC(C(=O)O)=CC[C@H]2c2ccc3c(c2)OCO3)cc1
  A: -0.1	B: -1	C: -5	D: -7	E: 1	F: -2	G: -3	H: 105	I: 1	J: 12

> O=C(CCN1C(=O)C2CC=C(Cl)CC2C1=O)NCc1ccccc1 (centres undefined)
  A: 0.3	B: 14	C: 0	D: 2	E: 0	F: -2	G: -7	H: 94	I: 6	J: -2

> O=C(c1ncn[nH]1)N1CCN(c2nc(-c3ccccc3)cs2)CC1
  A: -1.1	B: 3	C: -1	D: 1	E: -3	F: 1	G: -13	H: 123	I: 7	J: -7

> COc1cc(C2=NOC(C(=O)Nc3cc(C)on3)C2)cc(OC)c1OC (centres undefined)
  A: -0.6	B: -6	C: 0	D: -4	E: 2	F: 7	G: 12	H: 100	I: 4	J: -7

> Cc1n(Cc2ccccc2)c2ccccc2[n+]1Cc1ccccc1
  A: -0.1	B: -12	C: 0	D: -1	E: 0	F: -2	G: 10	H: 94	I: -1	J: -13

> COC(=O)CCC[C@H]1CC2(C[C@H](CCCO[Si](C)(C)C(C)(C)C)N1C(=O)OC(C)(C)C)OCCO2
  A: -1.5	B: -2	C: 4	D: 1	E: -6	F: 3	G: -3	H: 94	I: 1	J: -7

> CCOC(=O)CN1C(=O)c2ccccc2C1=O
  A: -2.1	B: -7	C: 5	D: 1	E: 1	F: 6	G: -1	H: 90	I: 3	J: -3

> CCc1ccc(OC(C)C(=O)N(Cc2ccccc2)C2CCS(=O)(=O)C2)cc1 (centres undefined)
  A: 0.9	B: -6	C: 3	D: -2	E: -2	F: -1	G: -19	H: 107	I: 9	J: 1

> CC(C)c1ccc(NC(=O)Cc2ccc(NC3=NC4CS(=O)(=O)CC4S3)cc2)cc1 (centres undefined)
  A: -1.7	B: 2	C: -3	D: 3	E: 2	F: -2	G: -1	H: 102	I: 6	J: -4

> Cc1ccc(NC(=O)CN2C(=O)NC3(CCC(C)CC3)C2=O)c(Cl)c1 (centres undefined)
  A: -0.1	B: -2	C: -5	D: -5	E: 9	F: -5	G: 0	H: 98	I: 1	J: 3

> CC(=O)Nc1ccc2nc(CN3CCN(Cc4ccc(F)cc4)C(CCO)C3)ccc2c1 (centres undefined)
  A: 1.4	B: 5	C: -4	D: -1	E: 2	F: -3	G: 15	H: 92	I: -2	J: -2

> Cc1ccccc1-c1noc(-c2ccccc2C(=O)N2CCCC2)n1
  A: -2.4	B: 7	C: -2	D: -5	E: -3	F: 1	G: -5	H: 100	I: 3	J: 0

> COc1cc(OC)cc(C(=O)Nc2ccc(NC(=O)c3ccco3)c(Cl)c2)c1
  A: 3.8	B: 4	C: 4	D: -2	E: 0	F: 8	G: -26	H: 96	I: 1	J: 1

> COc1ccc(NC(=O)COc2ccc3oc(=O)cc(C)c3c2)cc1
  A: 1.8	B: 16	C: 2	D: 1	E: -3	F: 14	G: 11	H: 99	I: 5	J: 0

> O=C(COC(=O)c1cc(Cl)ccc1[N+](=O)[O-])Nc1cccc2ccccc12
  A: -1.5	B: -1	C: 2	D: -4	E: 3	F: -4	G: -15	H: 98	I: 0	J: -2

> CC(=O)c1cccc(NC(=O)C(C)OC(=O)C2CCC2)c1 (centres undefined)
  A: -3.5	B: -1	C: 4	D: -2	E: 1	F: -2	G: 18	H: 103	I: 0	J: -17

> Cc1ccc(C(=O)N2CCN(Cc3ccccc3)CC2)cc1S(=O)(=O)N1CCOCC1
  A: -3.4	B: -1	C: -5	D: -6	E: 22	F: 14	G: 4	H: 99	I: -4	J: -8

> C#Cc1ccc([C@H]2C=C(C(=O)O)O[C@@H](OCc3ccc(CO)cc3)C2)cc1
  A: -0.2	B: 2	C: -3	D: 0	E: 1	F: 6	G: 4	H: 93	I: 1	J: 4

> Cn1c(=O)c2cc(NC(=O)CCc3ccc4c(c3)OCO4)ccc2n1Cc1ccc(F)cc1
  A: -1.6	B: -2	C: -3	D: -5	E: -1	F: nt	G: -7	H: 97	I: 8	J: 3

> CN(C)C(=S)SCC(=O)NC(=O)NC(C)(C)C
  A: -0.9	B: 5	C: 0	D: -3	E: 1	F: -1	G: -28	H: 99	I: 4	J: -7

3 entries from above, ordered by the number in m5-HT2A agonist, highest first.
mol | m5-HT2A agonist
CCc1ccc(OC(C)C(=O)N(Cc2ccccc2)C2CCS(=O)(=O)C2)cc1 (centres undefined) | 3
C#Cc1ccc([C@H]2C=C(C(=O)O)O[C@@H](OCc3ccc(CO)cc3)C2)cc1 | -3
Cc1ccc(NC(=O)CN2C(=O)NC3(CCC(C)CC3)C2=O)c(Cl)c1 (centres undefined) | -5
